Giardia kill = kills Giardia lamblia; activity change, % at 7.66 µM, hits read low; 340,000 compounds, 0.15% hits; Giardia lamblia trophozoite viability; AID 540267; in the data active means activity change below about -80%; inconclusive means between about -30% and that limit;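 further: parasites exposed to compound for two days anaerobically before the ATP read; on the % scale 0 is the no-effect control and ±100 the full control effect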
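Giardia lamblia trophozoites (100 cells/well) were incubated with compounds for 48 h at 37 deg C under anaerobic conditions. Viability was read as ATP content by one-step luminescence after 15-30 min at room temperature.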
FBPA coupling cs = inhibits coupling enzyme system, counter-screen for aldolase hits. 290,000 compounds, 0.67% hits. AID 2472. activity change, negative = inhibition, % at 58.2 µM, hits read low. coupling enzyme system counterscreen, AmpLite Red fluorescence; in the data active means activity change below about -30%; further: on the % scale 0 is the no-effect control and ±100 the full control effect
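Activity here indicates interference with the coupling reaction, not aldolase inhibition. Compounds at 57.5 uM final met coupling enzymes for 10 min at RT; substrate and AmpLite Red detection followed, with a 525/598 nm fluorescence read after 20 min.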
BCR signal inh = blocks chronic active B-cell receptor signaling; AID 493014; Potency, µM (top dose mostly 46.1 µM), for inactives: top-dose ratio change, negative = lower green/red ratio, usual class: inhibitors; ABC-DLBCL IkBa-CBG/CBR reporter, luminescence ratio, 4 h; 340,000 compounds, 0.05% hits; active means well fitted inhibition curve with a large enough effect in the signal ratio, with a control signal flat, not every such curve was filed as active; inconclusive means small, poorly fitted or top-dose-only effect, or effect the other way, or a change in a side signal; the % refers to the signal ratio;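 further: potency means the concentration at half of the fitted maximal effect; plate controls were basal doxycycline-induced cells for no effect and cells given 10 µM MG132 for full effect; MG132 reads +100%, hits lower the ratio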
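Cell line TMD8 (human ABC DLBCL), stably expressing tet-inducible CBG68-IkBa fusion and CBR; IMDM/0.5% FBS; cpd up to 46 uM; dox induction, 4 h, 37C/5% CO2; dual luminescence; green/red ratio; MG132 control.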
MLL CXXC-DNA inh = blocks binding of human MLL CXXC domain to DNA. Q03164. MLL-CXXC / FITC-HOXA9 DNA fluorescence polarization. Potency, µM (top dose mostly 115 µM), for the others: at the highest dose activity change, negative = inhibition, most hits filed as inhibitors. 290,000 compounds, 0.037% hits. AID 2662; active means well fitted inhibition curve with a large enough effect in the polarisation, with a control signal flat, not every such curve was filed as active; inconclusive means small, poorly fitted or top-dose-only effect, or effect the other way, or a change in a side signal; inactive means no such curve, though single readings can be large or run the other way; the % refers to the polarisation; further: potency means the concentration at half of the fitted maximal effect
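Fluorescence polarization: 7 uM MLL-CXXC (stock) preincubated 5 min with compounds, then 50 nM fluorescein-HOX-A9 DNA (stock) added; 30 min ambient. Buffer 50 mM Tris-HCl pH 7.5, 50 mM NaCl, 1 mM DTT, 0.05% BSA.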
TCR activator = activates T cell receptor signaling; Potency, µM (titrated, usually from 9.22 µM), without a hit: at the top dose activation of IL-2 secretion, usual class: activators; 330,000 tested, under 10 active; primary human leukocytes, anti-CD3, IL-2 HTRF, 48 h; further: % of control where 0% means no effect
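Using a-CD3 beads without co-stimulation, primary human leukocytes were exposed to compounds for 48 hr. An HTRF IL-2 kit measured the cytokine, with europium-to-d2 energy transfer producing emission at 665nm upon 320nm excitation.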
GALK inh = galactokinase (human) inhibition; P51570; Purified GALK, Kinase-Glo residual ATP luminescence; Potency, µM (top dose mostly 57.5 µM), without a hit: at the top dose activity change, negative = inhibition, actives largely listed as inhibitors; 270,000 compounds, 0.007% hits; AID 1868; further: potency means the concentration at half of the fitted maximal effect; on the % scale 0 is the no-effect control and ±100 the full control effect
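Quantitative HTS: GALK 5 nM, ATP 35 uM, galactose 100 uM, 1 h room temperature, then luciferase-based ATP detection.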
A-T KAP1 phos = potential ataxia-telangiectasia treatments restoring KAP-1 phosphorylation; […] A-T fibroblasts, KAP-1 phosphorylation AlphaLISA; neocarzinostatin DNA damage 30 min before lysis; Potency, µM (highest dose often 57.5 µM), without a hit: at the highest dose activation, hits mostly activators; 320,000 compounds, 0.19% hits; AID 485349; further: potency means the concentration at half of the fitted maximal effect; % of control where 0% means no effect; nearly all actives have a fitted effect of over 45% in size
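ATM-like activity read as KAP-1 phosphorylation via AlphaLISA donor/acceptor antibody pairs after lysis and 6 hr at 25C. Cells were ATM-null patient fibroblasts ([…], hTERT), dosed 60 min, then exposed to the DSB inducer NCS for 30 min.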
hERG WT inh = KCNH2 (human, wildtype) channel inhibition; U2OS, BacMam KCNH2, thallium flux FluxOr; hits give low values; activity change, % at 1.84 µM; 340,000 compounds, 0.37% hits;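 active means maximum activity change below -70%; inconclusive means maximum activity change between -70% and -50%; inactive means maximum activity change above -50%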; further: on the % scale 0 is the no-effect control and ±100 the full control effect
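U2OS cells transduced with wild-type KCNH2 virus are loaded with FluxOr dye for 45 min, and thallium flux is measured in kinetic reads before and after stimulation buffer. Rate constants are normalized to DMSO controls.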
TSHR antagonist = antagonists of human thyroid stimulating hormone receptor; P16473; TSHR-expressing cells, TSH-stimulated cAMP HTRF, 2 h; hits give low values; activity change, negative = inhibition, % at 11.5 µM; 330,000 compounds, 0.2% hits;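 active means activity change below a set negative limit, meaning inhibition stronger than a set level, cut at about -70% in these data; inconclusive means activity change between two set negative limits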; further: on the % scale 0 is the no-effect control and ±100 the full control effect
Target sequence (P16473 whole entry, looked up): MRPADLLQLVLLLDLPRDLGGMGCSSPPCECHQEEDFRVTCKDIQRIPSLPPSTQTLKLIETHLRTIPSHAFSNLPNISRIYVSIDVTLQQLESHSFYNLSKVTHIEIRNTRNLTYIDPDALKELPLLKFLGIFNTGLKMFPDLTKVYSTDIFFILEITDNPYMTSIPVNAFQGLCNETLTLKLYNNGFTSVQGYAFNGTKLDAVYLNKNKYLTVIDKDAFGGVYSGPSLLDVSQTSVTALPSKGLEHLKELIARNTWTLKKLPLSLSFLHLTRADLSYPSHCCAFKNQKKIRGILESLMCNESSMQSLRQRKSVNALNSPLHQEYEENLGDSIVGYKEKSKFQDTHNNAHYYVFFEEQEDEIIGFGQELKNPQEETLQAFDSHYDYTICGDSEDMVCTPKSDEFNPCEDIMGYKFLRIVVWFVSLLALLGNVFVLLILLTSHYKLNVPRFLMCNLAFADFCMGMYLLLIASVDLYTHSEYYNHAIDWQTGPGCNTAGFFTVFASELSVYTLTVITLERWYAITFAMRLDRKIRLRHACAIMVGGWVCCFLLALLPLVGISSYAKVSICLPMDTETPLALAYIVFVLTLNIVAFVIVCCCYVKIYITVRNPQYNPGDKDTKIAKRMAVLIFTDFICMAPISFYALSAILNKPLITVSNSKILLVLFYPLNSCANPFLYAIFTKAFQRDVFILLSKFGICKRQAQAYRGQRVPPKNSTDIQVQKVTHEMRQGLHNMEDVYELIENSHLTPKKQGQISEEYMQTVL
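Read-out is FRET at 665 nm (cryptate excitation 337 nm) from a cryptate-tagged anti-cAMP antibody, competed by cell cAMP against cAMP-d2. Compounds are tested on freshly harvested TSHR cells challenged with 4nM TSH (EC80) for 2 hours at 37 deg C.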
Tb PFK inh = blocks T. brucei phosphofructokinase | 330,000 compounds, 0.17% hits | Potency, µM (highest dose often 57.5 µM), for the others: at the top dose activity, negative = inhibition, hits mostly inhibitors | T. brucei PFK, ADP-Glo luminescence | O15648;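 further: potency means the concentration at half of the fitted maximal effect; 0% = uninhibited 1x PFK enzyme wells and -100% = no-enzyme wells; nearly all actives have a fitted effect of over 60% in size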
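ADP-Glo luminescence quantified ADP after 45 min at room temperature, with 1.25 nM T. brucei PFK, 0.1 mM ATP and 0.5 mM fructose-6-phosphate in pH 8.0 TEA buffer. qHTS titrations up to 57 µM; curves classified by quality.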
The depositor's hits bear a star; ? = inconclusive; / = not tested or not shown; [ ] = another dose, or the depositor's remark. Unless noted, the call rests on the fitted dose curve; in most records, active means well fitted curve in the direction sought with a large enough effect; inconclusive means small, poorly fitted or top-dose-only effect, or another doubt; inactive means no such curve, though single readings can be large; an effect the other way counts as inactive or inconclusive.

SMILES	Giardia kill	FBPA coupling cs	BCR signal inh	MLL CXXC-DNA inh	TCR activator	GALK inh	A-T KAP1 phos	hERG WT inh	TSHR antagonist	Tb PFK inh
O=C(Cn1nc(CNc2ccc(Cl)cc2)[n+]2c1CCCCC2)c1ccc(Br)cc1	-1	1	22%	19%	0%[46.1 µM]	-3%	6%	-8	3	-4%
CCNC(=O)NC(=O)C(C)Sc1nnc(COc2ccccc2Cl)o1 (configuration not stated)	-2	0	?	4%	-2%	-4%	1%	-3	-7	-6%
CCOc1ccccc1NC(=O)CCS(=O)(=O)c1ccc(OC)cc1	-26	-1	0%	8%	-13%	4%	-1%	13	0	-3%
O=C(COC(=O)c1ccccc1C(=O)N1CCN(c2ccccc2)CC1)NCc1ccccc1	24	-1	0%	-11%	1%	-1%	3%	7	-4	0%
COc1c(/C=N/Nc2ccc(C(=O)O)cc2)c(CCN(C)C(C)=O)cc2c1OCO2	-3	-2	?	-3%	-9%	1%	6%	0	-11	0%
O=C(CCNS(=O)(=O)c1ccc(Br)cc1)N1CCN(c2ccccc2O)CC1	?	/	?	/	3%	/	0%	-6	3	14%
Cc1cc(NC(=O)CSc2n[nH]c(N)n2)no1	1	0	1%	7%	/	-2%	-11%	2	6	0%
CCCCc1nnc(NC(=O)c2ccc(-n3cncn3)c([N+](=O)[O-])c2)s1	34[activator]	/	14%	/	-9%	/	4%	1	-8	-6%
O=C1CCCC/C1=C\Nc1ccc(Cl)cn1	3	-29	?	0%	/	-1%	-7%	10	0	3%
CCN(CC)CCNC(=O)C(C(=O)c1ccccc1)n1ccccc1=O (configuration not stated)	-4	-1	0%	-2%	0%	4%	12%	-3	2	-3%
CC(C)(C)C(=O)Nc1ccc(S(=O)(=O)N2CCC(c3nc4ccccc4[nH]3)CC2)cc1	15	/	?	/	2%	/	14%	4	16	2%
Cc1ccccc1OCc1nc2ccccc2c(=O)n1/N=C/c1ccco1	8	3	0%	1%	0%	0%	-1%	-5	-5	-6%
c1ccc(CN2CCN(c3nc4ccccc4c4ccccc34)CC2)cc1	-9	-3	?	3%	-6%	1%	/	-2	-7	3%
CCc1nnc(NC(=O)CCC(=O)N2CCCC(O)C2)s1 (configuration not stated)	3	2	-8%	12%	-3%	-1%	4%	4	-3	3%
CC(=O)c1ccc(NC(=O)CSc2nnc(Cn3cnc4ccccc43)o2)cc1	8	3	5%	-2%	-1%	-4%	4%[11.5 µM]	-13	-6	3%
CC(C)Cn1c(SCC(=O)NCc2ccc(Cl)cc2)nnc1-c1cccc(S(=O)(=O)N2CCOCC2)c1	-4	3	?	7%	2%	3%	4%	11	7	1%
Cc1ccc2nc(C3CCCN(C(=O)NCc4ccccc4)C3)[nH]c2c1 (configuration not stated)	-8	2	6%	19%	4%	3%	1%	10	-5	-2%
Cc1ccc(-c2cnc(NCc3cc4c(cc3[N+](=O)[O-])OCO4)n2C)cc1C	0	-2	4%	11%	-2%	-3%	-1%	-28	-5	0%
COc1cc(OC)cc(-c2c(-c3cccs3)c3cc(-c4cc(OC)c(OC)c(OC)c4)ccc3n2C)c1	-28	/	-1%	/	2%	/	4%	-8	1	-4%
O=C(CC1C(=O)N(c2ccccc2)C(=O)N1Cc1ccco1)Nc1ccccc1 (configuration not stated)	1	-1	7%	7%	1%	5%	3%	4	-4	-3%
N#CCCN(C(=O)CN1CCN(S(=O)(=O)c2ccc3c(c2)OCCO3)CC1)c1ccc(F)cc1	-6	/	0%	/	4%	/	-2%	1	11	-10%
CC(=O)CSc1cc(-c2ccccc2)nc2ncnn12	10	1	-17%	14%	0%	2%	-14%	7	-6	1%
CSc1nc(C)cc(NC(N)=O)n1	-1	0	1%	2%	2%	0%	-3%	-7	2	-4%
CCNC(=S)N1CCN(c2ncccn2)CC1	-2	0	5%	2%	0%[46.1 µM]	2%	-12%	8	9	2%
CC/S(C)=N/S(=O)(=O)c1ccc(C)cc1 (configuration not stated)	?	2	1%	2%	-3%[46.1 µM]	2%	7%	-7	-1	-3%
COc1ccc([N+](=O)[O-])cc1NC(=O)C(C)Sc1ccc(C)cc1 (configuration not stated)	5	-4	?	5%	4%[46.1 µM]	4%	11%	10	26	-2%
Cc1ccc(S(=O)(=O)N2CCOCC2)cc1C(=O)OC1CCOC1=O (configuration not stated)	4	/	12%	/	-1%	/	1%	-4	-5	-1%
CCNc1ccc(C(=O)OCC)cc1NC(=O)c1cccc(S(=O)(=O)N(C)c2ccccc2)c1	-7	-1	2%	2%	9%[46.1 µM]	0%	-1%	28	0	-1%
CN(CCO)C1=NS(=O)(=O)c2cc([N+](=O)[O-])ccc21	-8	4	14%	-1%	4%	-1%	14%	-1	17	5%
CC(C)/C=C/CN1CCC(Oc2ccc(C(=O)N3CCCC3)cc2)CC1	/	/	-1%	-3%	/	0%	-8%	/	-5	1%
O=C(N/N=C/c1ccc2c(c1)OCO2)c1cccs1	-9	-1	?	-6%	-2%[46.1 µM]	/	1%	5	-7	-4%
CN(C(=O)COC(=O)c1ccc(Cl)c(S(=O)(=O)N2CCCCCC2)c1)C1CCS(=O)(=O)C1 (configuration not stated)	26	/	-12%	/	0%	/	2%	-2	/	-2%
CCOC(=O)c1sc2ncc([N+](=O)[O-])cc2c1N	-21	-4	13%	6%	3%	-5%	1%	2	-13	-2%
CC(C)Cn1c(SC(C)C(=O)NC2CC2)nnc1-c1ccccc1F (configuration not stated)	43[activator]	/	?	/	1%	/	-2%	-1	1	-2%
O=C(N/N=C\c1ccco1)Nc1cccc(Cl)c1	?	-5	?	18%	0%[46.1 µM]	-3%	6%	-2	-1	-3%
CCC(C(=O)NCc1ccco1)N(C(=O)CNS(=O)(=O)c1ccccc1)c1ccccc1C (configuration not stated)	-13	1	?	-11%	1%	10%	-3%	-7	-8	2%
CC(NC(=O)COC(=O)c1ccccc1Nc1ccccc1)c1ccccc1 (configuration not stated)	-9	1	-1%	8%	-5%[46.1 µM]	-1%	11%	-1	-38	1%
Cn1cccc1/C=C1\SC(=S)N(NC(=O)c2ccccc2Cl)C1=O	-21	1	-7%	74%[activator]	0%[46.1 µM]	-5%	-17%	0	-1	10%
O=C(CN1CCN(S(=O)(=O)c2ccccc2)CC1)NC(=O)NCc1ccco1	1	1	0%	1%	-4%	0%	-2%	-2	0	2%
COc1ccc(CCNC(=O)C23CN(Cc4ccccc4)CC2C(c2ccc([N+](=O)[O-])cc2)=NO3)cc1 (configuration not stated)	-5	-4	-1%	-1%	4%	-2%	19%	1	7	-4%
CCn1cc(Cl)c(C(=O)Nc2cccc(C(F)(F)F)c2)n1	-17	-13	?	8%	4%	2%	10%	-8	-24	2%
O=C(NCc1ccc(F)cc1)c1cnn2ccccc12	-3	1	10%	6%	-23%	1%	18%	-18	-11	-3%
O=C(NCc1ccccc1Cl)c1ccc(CSc2nc3ccncc3[nH]2)cc1	-12	2	-26%	-4%	-12%	7%	-5%	2	-12	-4%
O=c1cc(CNc2ccc(Br)cc2)nc2sccn12	-5	0	?	3%	-1%[46.1 µM]	0%	3%	39	-10	-21%
S=C(c1ccc(-c2cccc(Cl)c2)o1)N1CCCCC1	-10	0	?	-7%	9%	-1%	2%	-4	-11	-1%
CSc1cccc(NC(=O)CSc2ccc(C)cc2)c1	-6	3	5%	20%	2%	0%	1%	-12	-9	0%
CCN1C(=O)C(=O)c2cc(C)ccc21	11	/	0%	/	2%	/	-2%	0	-5	-3%
COc1cccc(NC(=O)C/C(C)=N/NC(=O)c2ccccc2Cl)c1	3	-1	?	-5%	3%	4%	-1%	-26	0	-3%
O=c1c2c(nc3cc(-c4ccc(F)cc4)[nH]n13)CCCC2	-30	-7	?	0%	12%	5%	1%	3	-5	2%
COc1ccc(C(=O)NC(=S)N2CCCc3ccccc32)cc1OC	24	0	3%	9%	-17%	5%	7%	1	0	1%
Continued.
SMILES	Giardia kill	FBPA coupling cs	BCR signal inh	MLL CXXC-DNA inh	TCR activator	GALK inh	A-T KAP1 phos	hERG WT inh	TSHR antagonist	Tb PFK inh
CNCC(=O)Nc1c(C)n[nH]c1C	1	1	6%	3%	0%[46.1 µM]	0%	-1%	1	14	10%
CCOC(=O)C1(CCc2ccccc2)CCN(Cc2cccc3nccnc23)CC1	8	0	-16%	-11%	1%	-2%	0%	-34	-4	7%
COC(=O)c1ccc(Cn2nc(C)cc2C)cc1	-6	5	-1%	-1%	-1%	-1%	1%	-2	2	-4%
COC(=O)C(=O)Nc1nnc(COc2ccccc2)s1	17	/	5%	-6%	2%	1%	0%	0	6	2%
COc1ccc(-c2cc(C(=O)NN)[nH]n2)cc1OC	8	3	?	4%	1%	4%	1%	-11	10	-1%
